Bioassay records deposited in PubChem by several laboratories.
HDAC3 inh: human HDAC3 inhibition. O15379. recombinant HDAC3, fluorogenic peptide/trypsin coupled, fluorescence. inhibition, % at 8.3 µM. 0.15% of 320,000 active. AID 2718; in the data active = inhibition above about 26%, passing the limit was not always enough
KCNQ1 act: potentiators or activators of human KCNQ1 potassium channel. AID 2648. B-score at 10 µM. CHO-K1 KCNQ1, thallium flux FluxOR fluorescence; active compounds read high. 0.35% of 310,000 active;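 active = fluorescence ratio B-score, a plate-corrected score, at least three library SD, with initial intensity B-score within 5 SD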
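assay system = KCNQ1-transfected CHO-K1 cells | medium = assay buffer with matched DMSO | probe or stimulus = depolarizing K+/Tl+ stimulus, K2SO4 and Tl2SO4 each 12.5 mM in 5x stock | dosing = single dose | incubation = dye 90 min, compound 20 min, room temperature | detection = kinetic FluxOR fluorescence, 10 s baseline plus 110 s post-stimulus | evaluation = ratio B score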
KCNQ1 inh: human KCNQ1 channel inhibition | B-score at 10 µM | CHO-K1 KCNQ1, FluxOR thallium flux fluorescence; active compounds read high | P51787 | AID 2642 | 1.3% of 310,000 active;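 active = compounds whose thallium flux B-score, printed positive for inhibition, exceeds three library SD while starting fluorescence stays within three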;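 also: channel opened by potassium depolarization with thallium stimulus after 20 min compound exposure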
PolyA inhibitor: yeast polyadenylation inhibition. S. cerevisiae SKY197-pL101 polyadenylation reporter, beta-gal luminescence; efflux-impaired pdr1/pdr3 knockout yeast; score 100 = 6 SD above DMSO. 0.02% of 300,000 active. calls only at 12 µM;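 active = lowest replicate activity score at least 50, where 100 means six control SD above control mean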;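 also: yeast exposed to compound for 9 h at 30 °C; higher score means more reporter readthrough which indicates perturbed polyadenylation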
Dyrk1A ADPGlo: Dyrk1A (rat) kinase inhibition | 0.43% of 310,000 active | Q63470 | inhibition, % at 12.5 µM | AID 504441 | ADP-Glo luminescence, NFATc1 peptide; in the data active = inhibition above about 50%;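 also: plate controls were vehicle with enzyme for no effect and no enzyme for full effect; many of its hits are not listed in these tables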
GSK3A inh: inhibitors of human GSK-3 alpha kinase | ADP-Glo luminescence, 60 min | P49840 | 0.1% of 320,000 active | inhibition, % at 10 µM | AID 2650;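 in the data active = inhibition above about 50%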;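 also: GST-tagged GSK-3 alpha with peptide substrate and 25 µM ATP; 0% = DMSO neutral wells and 100% = GW8510 positive control wells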
GSK3beta inhib: inhibitors of human GSK3beta kinase; P49841; GST-GSK3beta kinase, ADP-Glo luminescence, 60 min; active compounds read low; activity score (negative = inhibition), % at 10 µM; 0.038% of 300,000 active;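 active = more than half of replicate wells score below -50%, meaning over 50% inhibition versus plate controls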;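 also: 0% = median DMSO wells and -100% = median GW8510 positive control wells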
Target sequence (P49841 whole entry, looked up): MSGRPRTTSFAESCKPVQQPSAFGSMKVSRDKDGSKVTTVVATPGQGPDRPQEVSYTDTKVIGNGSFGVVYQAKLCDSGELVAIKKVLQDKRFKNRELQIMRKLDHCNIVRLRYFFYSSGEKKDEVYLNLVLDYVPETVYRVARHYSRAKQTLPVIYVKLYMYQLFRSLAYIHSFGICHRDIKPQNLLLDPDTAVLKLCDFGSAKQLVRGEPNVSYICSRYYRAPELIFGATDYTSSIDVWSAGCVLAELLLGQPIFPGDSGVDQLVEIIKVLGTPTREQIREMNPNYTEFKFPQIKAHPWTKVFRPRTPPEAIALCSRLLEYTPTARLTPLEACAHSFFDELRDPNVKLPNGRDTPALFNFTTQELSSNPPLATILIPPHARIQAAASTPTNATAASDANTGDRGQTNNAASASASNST
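Assay system: GST-tagged human GSK3beta kinase, cell-free; Input: 1.6 ng GSK3beta; Medium: Tris/MgCl2 kinase buffer; Timing: 60 min enzyme reaction, room temperature; Signal: ADP-Glo luminescence quantifying ADP generated by kinase; Evaluation: score relative to plate controls; Benchmarks: DMSO neutral wells and GW8510 at 20 µM as positive.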
hERG rescue: hERG (human) protection from proarrhythmic block; Q12809; CHO-hERG, FluxOR thallium flux, dofetilide IC70 present; activation (rescue from dofetilide block), less the hit threshold, % at 10 µM; 0.51% of 310,000 active; AID 1511;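 active = activation above the mean of controls blocked by dofetilide plus 5 SD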;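 also: thallium influx through hERG after potassium depolarization seen as dye fluorescence rise; in these data hits start at about 4.7%; inactives centre near -7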
KCNK3 block: human KCNK3 channel inhibition, primary screen | 0.84% of 340,000 active | CHO-KCNK3 thallium flux, FluxOR fluorescence; active compounds read low | AID 602410 | B-score at 10 µM;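 active = B-score under library mean minus 4 SD, starting fluorescence ratio at most library mean plus 5 SD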;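 also: more negative B-score means stronger inhibition of thallium flux through KCNK3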
Target sequence (O14649 whole entry, looked up): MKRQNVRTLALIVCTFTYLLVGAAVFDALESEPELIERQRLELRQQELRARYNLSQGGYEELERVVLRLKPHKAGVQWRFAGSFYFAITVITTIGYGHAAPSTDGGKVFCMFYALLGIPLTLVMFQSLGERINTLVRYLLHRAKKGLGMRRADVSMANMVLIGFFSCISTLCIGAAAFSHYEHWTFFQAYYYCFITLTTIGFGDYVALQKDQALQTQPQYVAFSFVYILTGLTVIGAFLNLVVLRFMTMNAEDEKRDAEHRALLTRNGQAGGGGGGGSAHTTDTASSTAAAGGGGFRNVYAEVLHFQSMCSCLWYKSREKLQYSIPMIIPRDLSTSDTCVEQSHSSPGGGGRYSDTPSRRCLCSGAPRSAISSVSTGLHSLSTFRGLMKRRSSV
KCNK9 block: inhibitors of human KCNK9 two-pore domain potassium channel | Q9NPC2 | HEK293 KCNK9, FluxOR thallium flux fluorescence; active compounds read low | B-score at 10 µM | 1.2% of 310,000 active | AID 488922;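 active = ratio B-score over 3 SD below the library mean, with starting fluorescence within 5 SD of its mean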;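 also: negative B-score means less thallium flux so channel inhibition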
RGS4 act: potentiators or activators of RGS4; B-score at 10 µM; 0.92% of 310,000 active; HEK293 M3R/inducible RGS4, carbachol calcium flux Fluo4; active compounds read low;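 active = B-score of the integrated calcium signal more than 4 SD below the library mean, with starting fluorescence not abnormally high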;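 also: negative B-score means reduced calcium response which marks RGS4 activation or potentiation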
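System – HEK293 FlpIn-TREx cells, stable M3R, doxycycline-inducible RGS4 · Reagent – ECmax carbachol challenge · Times – compound preincubation 20 min at room temperature before agonist · Technique – Fluo4 fluorescence kinetic imaging of calcium · Measure – B score of integrated Fluo4 ratio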
Starred values were filed as active, the others as inactive; i = inactive; . = no result given.

SMILES,HDAC3 inh,KCNQ1 act,KCNQ1 inh,PolyA inhibitor,Dyrk1A ADPGlo,GSK3A inh,GSK3beta inhib,hERG rescue,KCNK3 block,KCNK9 block,RGS4 act
CCOC(=O)c1ccc(NC(=O)CC2C(=O)N(c3ccc(F)cc3)C(=O)N2CCCOC)cc1 (centres undefined),-1.1,i,i,i,2.8,0.8,1.1,-9.6,i,i,i
Cc1cc(C)cc(OCC(=O)OCC(=O)NCc2ccco2)c1,-1.5,i,i,i,-5.2,-0.3,-1.1,-11.1,i,i,i
COc1ccc(CN2CC(C(=O)NCc3ccccn3)CC2=O)cc1 (centres undefined),0.3,i,i,i,-7.9,.,-3.3,-6.3,i,i,i
Fc1cccc(/C=N/Nc2cc(N3CCOCC3)ncn2)c1,0.7,i,i,i,2.1,0.9,2.9,0.7,i,i,i
Cc1cccc(C(=O)NN2S(=O)(=O)c3ccccc3S2(=O)=O)c1,-0.2,i,i,i,3.3,-37.9,3.3,-14.7,i,i,i
CN(C)C(=S)Nc1ccc([N+](=O)[O-])cc1,0.1,i,i,i,-4.8,-0.4,0.6,-10.2,i,i,i
COc1ccccc1CN(C)C(=O)CN1C(=O)c2ccccc2C1=O,-0.6,i,i,i,2.7,1.1,0.0,-4.7,i,i,i
Cc1ccc(S(=O)(=O)N(C)C)cc1NC(=O)COC(=O)Cc1ccsc1,1.7,i,i,i,4.5,1.1,-1.7,-10.8,i,i,i
Cc1nc(-c2noc(-c3cccc(Cl)c3)n2)c(C(F)(F)F)o1,-1.0,i,i,i,2.2,-1.3,2.6,-8.1,i,i,i
Cc1ccc(-c2nn(C)c(=O)c3ccccc23)cc1CNC(=O)c1ccccc1,-2.4,i,i,i,.,2.4,0.6,-12.3,i,i,i
CCN(Cc1cc2ccc(C)cc2[nH]c1=O)C(=O)c1cccnc1,.,i,i,i,.,.,1.0,-4.2,.,i,i
COc1ccc(C(=O)N/C(=C\c2cn(C)c3ccccc23)C(=O)N2CCN(C)CC2)cc1OC,6.2,i,i,i,-2.0,-5.7,0.0,-8.1,i,i,i
CCOC(=O)c1cc2[nH]c3ccccc3c2[n+](-c2ccc([N+](=O)[O-])cc2)c1N,6.4,i,i,i,-6.3,-0.9,-0.7,-8.2,i,i,i
O=C(Cn1cnc2ccccc2c1=O)c1ccc2ccccc2c1,-17.8,i,i,i,-2.5,-0.5,-5.8,-3.5,i,i,i
CC(C)c1nnc(SCC(=O)Nc2ccc3c(c2)OCO3)n1C,-0.2,i,i,i,5.3,-0.6,0.9,-6.0,i,i,i
O=C(Nc1ccc(CSc2ccccc2)cc1)c1ccc(CN2CCOCC2)cc1,-0.4,i,i,i,-5.0,-1.8,1.5,-9.7,i,i,i
Cc1[nH]c(=O)[nH]c(=O)c1S(=O)(=O)NCCc1ccc(S(N)(=O)=O)cc1,7.1,i,i,i,3.4,2.0,1.6,-4.9,i,i,i
COc1ccc(C(C#N)N2N=C(c3ccccc3)CC2c2ccccc2)cc1OC (centres undefined),-3.3,i,i,i,2.3,-0.7,26.6,-8.8,i,i,i
CCSc1nnc(NC(=O)c2cccc(S(=O)(=O)N(C)c3ccccc3)c2)s1,-3.3,i,i,i,-4.2,-1.7,2.0,-11.5,i,i,i
COc1cc(OC)c(/C=N/NC(=O)c2ccncc2)c(OC)c1,1.8,i,i,i,13.6,-0.1,2.1,-11.3,i,i,i
CCCC(C1=C(O)CC(C)(C)CC1=O)C1C(=O)CC(C)(C)CC1=O (centres undefined),-0.3,i,i,i,-1.8,-2.2,5.4,-7.1,i,i,i
COc1ccc(NC(=O)C2CCC(N3C(=O)C4C5C=CC(C5)C4C3=O)CC2)cc1 (centres undefined),9.0,i,i,i,-0.8,0.0,-1.7,-4.3,i,i,i
CC1(C)CC(O)C(C)(C)N1O (centres undefined),-3.3,i,i,i,-1.7,2.7,3.3,-4.1,i,i,i
CCOc1ccc2[nH]c(=O)c(CN(Cc3cccs3)Cc3nnnn3C(C)(C)CC)cc2c1,10.6,i,i,i,1.4,-0.4,2.1,-18.4,-9.91*,-9.72*,i
CCc1c(C)nc(SCc2ccccn2)[nH]c1=O,8.9,i,i,i,-0.2,.,1.3,-12.5,i,i,i
COC(=O)c1ccc2c(c1)N(C)C(=O)CS2,4.0,i,i,i,6.0,.,1.8,-10.7,i,i,i
CCCn1nnnc1NC(=O)c1ccc2ccccc2c1,-1.7,i,i,i,3.9,-7.3,-5.8,-4.3,i,i,i
CC(=O)NNC(=O)c1csc(Cc2c(Cl)sc3ccc(Cl)cc23)n1,-1.0,i,i,i,.,4.1,-4.4,-7.8,i,i,i
N#C/C(=C/c1ccc(N2CCCCC2)o1)C(=O)Nc1ccc(Cl)cc1,-5.7,i,i,i,-0.6,-0.1,-3.4,-13.3,i,i,i
O=C(Nc1ccc(Nc2ccccc2)cc1)c1c(F)c(F)c(F)c(F)c1F,13.1,i,i,i,1.9,-4.3,-1.3,-3.1,i,i,i

The closing two entries of the section above are carried over, then new ones follow:
SMILES,HDAC3 inh,KCNQ1 act,KCNQ1 inh,PolyA inhibitor,Dyrk1A ADPGlo,GSK3A inh,GSK3beta inhib,hERG rescue,KCNK3 block,KCNK9 block,RGS4 act
N#C/C(=C/c1ccc(N2CCCCC2)o1)C(=O)Nc1ccc(Cl)cc1,-5.7,i,i,i,-0.6,-0.1,-3.4,-13.3,i,i,i
O=C(Nc1ccc(Nc2ccccc2)cc1)c1c(F)c(F)c(F)c(F)c1F,13.1,i,i,i,1.9,-4.3,-1.3,-3.1,i,i,i
COC(=O)/C=C1/S/C(=N/NC(=O)c2ccc(OC)cc2)NC1=O,2.8,i,i,i,7.5,-0.2,0.1,-5.5,i,i,i
CC(C)(C)c1ccc(-c2n[nH]c(=S)n2Cc2ccccc2)cc1,-8.7,i,i,i,-8.2,-0.8,0.0,-10.3,i,i,i
Cc1cc(NS(=O)(=O)c2ccc(NC(=O)c3ccc([N+](=O)[O-])c(Cl)c3)cc2)no1,0.9,i,i,i,1.7,0.4,-0.1,-1.9,i,i,i
CCOC(=O)c1nn(-c2ccccc2)c2nnc(Cc3ccccc3)c(=O)n12,-0.9,i,i,i,-0.5,-1.5,-0.4,-6.9,i,i,i
O=C(c1ccc(F)cc1)N1CCN(c2ccc([N+](=O)[O-])c(N3CCCCC3)c2)CC1,2.5,i,i,i,-3.9,-0.4,-0.1,-0.5,i,i,i
COC(=O)C1=CN(c2cc(C)cc(C)c2)C=C(C(=O)OC)C1c1ccc(OC)c(O)c1,-1.9,i,i,i,0.5,-2.0,0.3,-4.2,i,i,i
Cc1ccc(N2C(=O)CC(C)CC2=O)cc1,1.1,i,i,i,-1.8,-1.1,1.1,-2.6,i,i,i
COc1ccc(N2C(=O)CSC2c2ccc3c(c2)OCO3)c(OC)c1 (centres undefined),-1.6,i,i,i,5.6,-0.4,-1.6,-8.8,i,i,i
CC(C)c1ccc(NC(=O)CSc2nc(=O)n(CCCN3CCOCC3)c3c2CCC3)cc1,3.6,i,i,i,-1.0,-2.2,-0.4,-9.4,i,i,i
O=C(O)CNC(=O)CC1S/C(=N/N=C/c2ccccc2O)NC1=O (centres undefined),4.4,i,i,i,5.3,.,3.6,-8.2,i,i,i
CCC(C)N1C(=O)CCC1C(=O)N1CCN(c2ccccc2F)CC1 (centres undefined),-0.7,i,i,i,5.4,-0.4,4.3,-9.8,i,i,i
CCc1cc2cc3c(cc2nc1SCC(=O)Nc1cc(C)on1)OCO3,-1.4,i,i,i,-6.9,0.2,-1.1,-2.9,i,i,i
O=[N+]([O-])c1ccc(-c2csc3[n+]2CCS3)cc1,2.7,i,i,i,-4.8,-0.4,-0.9,-2.9,i,i,i
CC1CCN(CCCCOc2ccc(C(=O)c3ccccc3)cc2)CC1,0.2,i,i,i,4.1,1.4,5.2,-5.1,i,i,-9.56*
Cc1ccccc1C(=O)c1cccn1CC(=O)NCCCN1CCCCC1,4.3,i,i,i,-3.1,-1.4,-2.8,-3.5,i,i,i
CN(C)C=Nc1c(C(=O)c2ccccc2)sc2nccc(N(C)C)c12,5.7,i,i,i,5.9,.,-2.5,-15.1,i,i,i
O=C(O)c1cccnc1SCc1cn2cc(Cl)ccc2n1,-5.2,i,i,i,1.5,-2.0,-0.2,-9.4,i,i,i
CC1CC(C)CN(C(=O)c2ccncc2)C1 (centres undefined),-5.4,i,i,i,-5.3,0.0,0.4,-2.9,i,i,i

Grouped by structure: the compounds so far with fluorine (six)
SMILES,HDAC3 inh,KCNQ1 act,KCNQ1 inh,PolyA inhibitor,Dyrk1A ADPGlo,GSK3A inh,GSK3beta inhib,hERG rescue,KCNK3 block,KCNK9 block,RGS4 act
CCOC(=O)c1ccc(NC(=O)CC2C(=O)N(c3ccc(F)cc3)C(=O)N2CCCOC)cc1 (centres undefined),-1.1,i,i,i,2.8,0.8,1.1,-9.6,i,i,i
Fc1cccc(/C=N/Nc2cc(N3CCOCC3)ncn2)c1,0.7,i,i,i,2.1,0.9,2.9,0.7,i,i,i
Cc1nc(-c2noc(-c3cccc(Cl)c3)n2)c(C(F)(F)F)o1,-1.0,i,i,i,2.2,-1.3,2.6,-8.1,i,i,i
O=C(Nc1ccc(Nc2ccccc2)cc1)c1c(F)c(F)c(F)c(F)c1F,13.1,i,i,i,1.9,-4.3,-1.3,-3.1,i,i,i
O=C(c1ccc(F)cc1)N1CCN(c2ccc([N+](=O)[O-])c(N3CCCCC3)c2)CC1,2.5,i,i,i,-3.9,-0.4,-0.1,-0.5,i,i,i
CCC(C)N1C(=O)CCC1C(=O)N1CCN(c2ccccc2F)CC1 (centres undefined),-0.7,i,i,i,5.4,-0.4,4.3,-9.8,i,i,i

Some of the compounds tested; rates above refer to the full screens.
